# Screens from PubChem.
# MPTP block – inhibitors of mitochondrial permeability transition pore; isolated mouse mitochondria, Ca2+ swelling absorbance, 30 min; inhibition, % at 10 µM; actives 1.4% (n = 360,000); AID 602449;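 active = inhibition of 50% or more, scaled per plate between neutral and stimulator controls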;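 also: 0% = DMSO wells given calcium and 100% = 1 mM EGTA wells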
# SENP1 inh – blocks the human SENP1 SUMO protease catalytic domain; Q9P0U3; recombinant SENP1 catalytic domain, CyPet-SUMO1-YPet FRET cleavage; inhibition, % at 10 µM; actives 0.21% (n = 360,000);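 active = inhibition at least 30% at 10 µM, raw YFP signal under a set limit, fluorescence ratio 0.5 to 1.5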;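 also: 0% = enzyme with DMSO and 100% = no enzyme wells; some results filed as inactive read as strong as hits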
#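 Material – human SENP1 catalytic domain · Input – SENP1 enzyme, 20 pM final · Compound dosing – single concentration of 10 µM compound, 0.5% DMSO final · Timing – enzyme reaction for 50 min at room temperature, dark · Measured by – FRET fluorescence in CFP and YFP emission channels · Control set – no-enzyme wells low, DMSO-plus-enzyme wells high control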
# PfGluPho inh – PfG6PD (Plasmodium falciparum) enzyme inhibition; PfGluPho enzyme, NADPH resazurin-diaphorase fluorescence; inhibition, % at 20 µM; actives 0.78% (n = 350,000);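 active = inhibition reaching at least a set limit at 20 µM in the primary screen, cut at about 59% in these data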;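 also: 0% = DMSO wells with substrate and 100% = DMSO wells lacking glucose-6-phosphate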
# hIAP act – human IAP activation; purified human IAP, CDP-Star luminescence, 30 min; active compounds read high; 1 = vehicle-only enzyme, 0 = enzyme-free background; activation factor at 10 µM; actives 0.16% (n = 330,000); AID 2524;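 active = activation factor of the enzyme at least 2-fold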; also: the source names both 10 and 20 µM as test concentration; values of inactives mirror those of a sister screen read the other way
# Target sequence (P09923 whole entry, looked up): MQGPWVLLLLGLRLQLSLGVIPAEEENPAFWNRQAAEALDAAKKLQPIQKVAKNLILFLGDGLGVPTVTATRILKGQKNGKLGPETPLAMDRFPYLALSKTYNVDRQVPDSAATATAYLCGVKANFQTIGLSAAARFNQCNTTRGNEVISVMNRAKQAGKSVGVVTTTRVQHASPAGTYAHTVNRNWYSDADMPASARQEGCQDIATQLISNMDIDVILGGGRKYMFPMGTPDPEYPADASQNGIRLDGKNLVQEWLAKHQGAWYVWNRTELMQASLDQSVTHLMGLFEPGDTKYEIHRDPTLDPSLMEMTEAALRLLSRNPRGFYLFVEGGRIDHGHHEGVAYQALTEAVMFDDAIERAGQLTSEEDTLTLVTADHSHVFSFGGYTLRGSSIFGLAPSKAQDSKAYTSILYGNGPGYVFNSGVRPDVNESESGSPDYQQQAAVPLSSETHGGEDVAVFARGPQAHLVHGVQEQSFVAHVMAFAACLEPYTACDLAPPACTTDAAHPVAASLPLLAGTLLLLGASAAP
# SENP8 inh – blocks human SENP8 cleavage of Nedd8 substrate | Q96LD8 | recombinant SENP8, Nedd8 substrate fluorescence | inhibition, % at 20 µM | actives 0.64% (n = 360,000); in the data active = inhibition mostly above about 40%, no sharp cut-off; inactive = mostly below about 27%
# GRIN3A LBD mod – modulators (binders) of human NR3A ligand-binding domain; NR3A LBD differential scanning fluorimetry, Tm shift; 0% = protein alone, 100% = glycine-bound protein; actives 2.5% (n = 340,000); Tm shift relative to glycine control, % at 25 µM;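 active = melting temperature shift of at least 10% of the positive control shift, at one fixed dose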
# SENP6 inh – inhibitors of human SENP6 protease | actives 1.8% (n = 330,000) | inhibition, % at 10 µM | Recombinant SENP6 catalytic domain, aminoluciferin luminescence | AID 2599;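 active = inhibition above about 50% at the single tested dose, limit read from the data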;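 also: plate controls were DMSO wells with enzyme for no effect and DMSO wells lacking enzyme for full effect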
# Target sequence (Q9GZR1 628-1112 limits assumed): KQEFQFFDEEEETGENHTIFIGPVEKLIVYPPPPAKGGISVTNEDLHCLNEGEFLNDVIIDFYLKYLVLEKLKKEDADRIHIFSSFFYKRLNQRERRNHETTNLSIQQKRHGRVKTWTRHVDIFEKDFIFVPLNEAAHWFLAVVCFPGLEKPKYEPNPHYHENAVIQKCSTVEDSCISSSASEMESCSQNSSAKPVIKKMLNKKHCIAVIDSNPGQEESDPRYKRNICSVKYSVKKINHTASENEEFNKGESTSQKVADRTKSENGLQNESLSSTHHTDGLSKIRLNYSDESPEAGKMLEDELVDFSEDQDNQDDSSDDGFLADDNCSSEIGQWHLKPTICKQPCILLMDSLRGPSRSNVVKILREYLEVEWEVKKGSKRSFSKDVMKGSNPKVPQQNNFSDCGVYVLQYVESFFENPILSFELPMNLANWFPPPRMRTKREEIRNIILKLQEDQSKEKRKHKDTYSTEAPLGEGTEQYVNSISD
# ATG4B inhibitor – blocks human ATG4B protease cleavage of LC3 substrate; inhibition, % at 8.33 µM; actives 0.51% (n = 340,000); AID 504462; ATG4B cleavage of LC3-PLA2, NBD-HPC fluorescence, 1 h; Q9Y4P1; in the data active = inhibition above about 40%
# The depositor's hits bear a star; i = inactive; / = no result given.
structure,PfGluPho inh,SENP8 inh,SENP1 inh,ATG4B inhibitor,GRIN3A LBD mod,hIAP act,SENP6 inh,MPTP block
COC(=O)C(C)Sc1nc2ccsc2c(=O)n1Cc1ccccc1 (configuration not stated),-18,9,1,24,-1,0.84,-4,1.8
Oc1ccccc1-c1cc(-c2cccc(F)c2)n[nH]1,25,10,4,17,8,1.5,93*,58*
CCCOc1ccc(N2C(=O)CC(NCc3cccs3)C2=O)cc1 (configuration not stated),8,28,-2,2,-4,1.2,-3,-0.8
CC1CN(CCOc2ccc(F)cc2)CC(C)O1 (configuration not stated),-45,11,0,4,-1,0.81,8,0.2
NC(=O)c1ccccc1NS(=O)(=O)Cc1ccc(Cl)cc1,1,-299,0,10,1,1,-20,0.5
CCOc1ccc(C2Nc3cccc4cccc(c34)N2)cc1OC,54,24,10,30,-6,0.87,-26,-1.8
Cc1nn(C(C)C(=O)NCCCN2CCCCCC2)c(=O)c2c1sc1ccccc12 (configuration not stated),11,-2,-17,3,0,0.94,11,-2.4
O=C(Cn1c(-c2cscn2)nc2ccccc21)Nc1ccc(Cl)cc1,-2,14,2,-14,-2,0.83,-15,-6.1
CCOC(=O)N1CCN(c2cc(=O)n(C3CCCCC3)c(=O)[nH]2)CC1,0,20,2,-12,0,1,-6,0.9
Cc1ccc(S(=O)(=O)NN2C(=O)c3ccccc3NC2c2ccccc2)cc1 (configuration not stated),8,-375,-2,8,-1,1,-7,-1.4
COC(=O)c1c(NC(=O)C2(C)Cc3ccccc3C(=O)O2)sc2c1CCCC2 (configuration not stated),20,-8,-1,36,-2,1.1,-17,0.9
CCOc1ccc(S(=O)(=O)N(CC(=O)O)c2ccc(C)cc2)cc1,-1,10,-1,2,0,1,2,-1.1
O=C(OCC(=O)N1CCCC1)c1cccs1,-15,48*,3,-1,-1,1,-2,-4.8
COc1ccc(NC(=O)CSc2nnc3n2CCCCC3)cc1S(=O)(=O)N(C)C,-6,1,1,/,/,/,/,-1.8
CC(Cc1ccccc1)=NNS(=O)(=O)c1ccc([N+](=O)[O-])cc1,-17,19,2,-1,1,/,/,-0.9
O=c1oc2ccc3ccccc3c2cc1-c1nnc(-c2ccccc2)o1,4,i,-19,-4,-11,1.1,-8,0.6
Cc1noc(C)c1COc1ccc(C(=O)OCC(=O)N2CC(=O)Nc3ccccc32)cc1,-12,11,1,-3,0,1,14,-0.2
O=[N+]([O-])c1cccc(-c2ccc(/C=N/NC(=S)Nc3cccc(F)c3)o2)c1,3,52*,2,-15,28*,0.94,-18,-0.2
Cc1cc(NC(=O)CCCSc2nc(-c3ccco3)cc(C(F)(F)F)n2)no1,-5,-12,-3,-7,1,1.2,-2,1.3
Cc1cc(Cl)ccc1OCC(=O)OCC(=O)c1c(N)n(C)c(=O)n(C)c1=O,13,11,3,-16,2,1,-18,0.5
O=C1c2ccccc2NC(c2ccccc2F)N1NS(=O)(=O)c1ccccc1 (configuration not stated),0,-319,-2,-1,3,1,-11,-1.8
Cc1cc(C)c2nc(C)cc(N/N=C/c3ccc(O)cc3)c2c1,36,-304,-60,-6,5,1,1,7.3
O=C1CCCN1CCC1CCCCN1Cc1nc(-c2cnccn2)no1 (configuration not stated),-11,26,2,1,2,1.1,-8,1.5
CC(OC(=O)c1ccc2c(=O)n3c(nc2c1)CCCCC3)C(=O)Nc1ccc(F)cc1Cl (configuration not stated),-10,10,-1,5,2,0.91,-1,8.7
FC(F)(F)c1cccc(NC(=S)NCC2COc3ccccc3O2)c1 (configuration not stated),7,7,2,22,23*,1.1,-22,81*
O=C(CSc1ccc(Cl)cc1)NC1CC1,18,24,2,/,/,/,/,-0.6
Cc1ccc(S(=O)(=O)CCC(=O)NC2CCCCC2)cc1,-3,-7,-5,2,-2,0.96,-19,-0.4
COCCNC(=S)N(CCCN(C)C)Cc1cc2cc3c(cc2[nH]c1=O)OCCO3,3,-433,-3,-9,-3,0.96,0,-3.3
COc1ccc(/C=N/N=C2/NC(=O)C(CC(=O)O)S2)cc1OCc1ccc(Cl)cc1 (configuration not stated),-10,-12,2,15,2,0.99,-6,1.1
COCCCNS(=O)(=O)c1ccc2c(c1)CCN2C(C)=O,-11,12,3,-6,1,1,-13,2.2
CCN1CCN(CCc2nc3cc([N+](=O)[O-])ccc3n2C)CC1,-3,15,2,-5,2,1.1,6,1.6
CCOc1ccc(NC(=O)c2c[nH]n3c(=O)cc(C4CCN(C(=O)OC(C)(C)C)CC4)nc23)cc1,11,-23,1,-9,-2,1.2,-20,17
O=C(CCc1ccccc1)N/N=C\c1cc2c(cc1Br)OCO2,3,-2,1,2,-1,0.92,-2,-0.9
COc1ccccc1NC(=O)CCN1C(=O)C2CC=CCC2C1=O (configuration not stated),-6,3,-1,-5,1,1.4,-4,-0.1
NC(=O)c1c(NC(=O)C2CCCO2)sc2c1CCCC2 (configuration not stated),56,-12,1,-13,-1,0.98,-2,0.2
COc1ccc(S(=O)(=O)N2CCOCC2)cc1NS(=O)(=O)/C=C/c1ccccc1,-12,12,1,-7,-2,1,-14,-0.1
CC(NC(=O)CSc1nnc(-c2cccc(S(=O)(=O)N3CCCCC3)c2)o1)C12CC3CC(CC(C3)C1)C2 (configuration not stated),13,11,0,-1,-4,0.97,-12,-2.3
CCN(CC)S(=O)(=O)c1ccc(C(=O)Nc2cc(S(=O)(=O)N3CCOCC3)ccc2N2CCN(C)CC2)cc1,10,11,1,-5,4,/,/,-0.3
COc1ccc(C(=O)OCC(=O)c2ccc(S(=O)(=O)N3CCCCC3)cc2)c(OC)c1,-1,18,2,-2,0,1,-12,0.4
Cc1ccc2[nH]c(C)c(CCNC(=O)c3cc4cc([N+](=O)[O-])ccc4oc3=O)c2c1,14,18,1,-7,-5,0.9,13,0.9
CC(=O)c1cccc(NC(=O)CN(c2ccc(F)cc2)S(C)(=O)=O)c1,-20,2,-1,-7,2,0.82,-5,0.0
CC(O)/C=C/c1cccc[n+]1C (configuration not stated),18,18,3,-1,-6,1,-1,0.2
CC(=O)c1cccc(NC(=O)CN(C)Cc2ccc(OC(F)F)cc2)c1,0,23,0,-3,1,1.1,-11,3.9
COc1ccc(S(=O)(=O)N(Cc2ccc(OC)c(OC)c2)Cc2ccco2)cc1,12,8,0,-12,0,1,-26,20
COCCN(Cc1ccccc1)C(=O)c1ccc2c(c1)NC(=O)CS2,-1,6,-2,-3,5,0.95,0,-0.2

# Ordered by count of non-hydrogen atoms (ascending): part of the list above.
structure,PfGluPho inh,SENP8 inh,SENP1 inh,ATG4B inhibitor,GRIN3A LBD mod,hIAP act,SENP6 inh,MPTP block
CC(O)/C=C/c1cccc[n+]1C (configuration not stated),18,18,3,-1,-6,1,-1,0.2
CCN1CCN(CCc2nc3cc([N+](=O)[O-])ccc3n2C)CC1,-3,15,2,-5,2,1.1,6,1.6
COc1ccccc1NC(=O)CCN1C(=O)C2CC=CCC2C1=O (configuration not stated),-6,3,-1,-5,1,1.4,-4,-0.1
COCCN(Cc1ccccc1)C(=O)c1ccc2c(c1)NC(=O)CS2,-1,6,-2,-3,5,0.95,0,-0.2
COc1ccc(S(=O)(=O)N(Cc2ccc(OC)c(OC)c2)Cc2ccco2)cc1,12,8,0,-12,0,1,-26,20
CCOc1ccc(NC(=O)c2c[nH]n3c(=O)cc(C4CCN(C(=O)OC(C)(C)C)CC4)nc23)cc1,11,-23,1,-9,-2,1.2,-20,17
CC(NC(=O)CSc1nnc(-c2cccc(S(=O)(=O)N3CCCCC3)c2)o1)C12CC3CC(CC(C3)C1)C2 (configuration not stated),13,11,0,-1,-4,0.97,-12,-2.3

# Carrying on:
structure,PfGluPho inh,SENP8 inh,SENP1 inh,ATG4B inhibitor,GRIN3A LBD mod,hIAP act,SENP6 inh,MPTP block
CCNC(=O)C(=O)NCC(c1cccs1)S(=O)(=O)c1ccc(C)cc1 (configuration not stated),-3,12,1,-2,-2,1.1,-9,-0.7
CC(C)(C)NC(=O)COC(=O)c1ccc(S(=O)(=O)N2CCCC2)cc1,-7,3,1,8,1,1.1,-5,0.2
COc1ccc(N2C(=O)NC3CC2(C)Oc2ccccc23)cc1 (configuration not stated),-5,-2,3,-7,-2,0.9,5,1.9
CN1CCN(c2ccc(NC(=S)NC(=O)c3cccc4ccccc34)cc2)CC1,31,14,-2,-6,1,0.84,3,-0.1
Cc1ccc(C)n1C1CCS(=O)(=O)C1 (configuration not stated),-3,-4,-7,-4,-1,1.3,-7,-1.8
CN1CCC(CC(C(=O)N2CCCC2)(c2ccccc2)c2ccccc2)C1 (configuration not stated),-17,21,1,10,0,/,/,-3.0
COCCn1c(SCC(=O)Nc2ccc(F)cc2)nc2ccccc2c1=O,-14,6,1,1,-1,1,-7,-0.3
COc1ccc(/C=C2/SC(=O)N(CCCCCC(=O)Nc3ccccc3C(=O)O)C2=S)cc1,11,6,-14,56*,3,1.1,64*,60*
COc1ccc(C(=O)NCCn2nc(C)cc2C)cc1OC1CCN(C(C)=O)CC1,-3,-3,0,2,-3,1.1,-11,-0.3
O=C(NCCc1ccccn1)C(F)(F)C(F)(F)C(F)(F)C(F)(F)C(F)(F)C(F)(F)C(F)(F)C(F)F,15,10,2,4,-19,0.95,-7,3.3
CCN(CC)S(=O)(=O)c1ccc(N2CCOCC2)c(NS(=O)(=O)c2ccc(Cl)s2)c1,-12,-6,-11,/,/,/,/,2.0
COc1ccc(-c2nn(-c3ccccc3)cc2C(=O)N(C)CC(=O)Nc2ccc(N3CCOCC3)cc2)cc1,5,11,1,-14,-1,1,-21,-3.0
Cc1ccc(C2C3=C(CCCC3=O)OC3=C2C(=O)CCC3)cc1,31,16,-1,-2,-3,0.8,11,0.3
CCCCC(C(=O)NC1CCCC1)N(Cc1ccco1)C(=O)Cn1nnc(-c2ccc(F)cc2)n1 (configuration not stated),2,5,-6,-8,4,1.1,2,-0.2
NS(=O)(=O)c1ccc(NC(=O)CN2CCc3ccccc32)cc1,-5,10,1,1,-1,1.2,-7,0.7
Fc1ccccc1Nc1nc2ccccc2o1,-6,20,1,4,34*,1,99*,0.6
COc1ccc(NC(=O)N(C)C[C@H]2Oc3ccc(NC(=O)CCN4CCOCC4)cc3C(=O)N([C@H](C)CO)C[C@@H]2C)cc1,5,-4,-2,-12,0,1,-5,-0.5
CC(=O)N/C(=N\OCc1ccccc1Cl)c1nonc1NC(C)=O,-10,12,2,2,-2,0.94,-7,2.8
CC(=O)c1cccc(NC(=S)NCCCCc2ccccc2)c1,-4,13,2,17,-2,0.84,-9,68*
COC(=O)c1ccc(CSc2ncnc3c2nnn3-c2ccc(OC)cc2)o1,15,-47,2,2,4,0.89,36,-1.3
CCN(CC)c1ccc(/C=N/NC(=O)Cc2cccs2)cc1,4,-278,1,-2,-6,0.99,-35,0.7
Cc1ccc(NC(=O)CCC(=O)NNC(=O)c2cccc([N+](=O)[O-])c2)cc1C,2,24,3,-3,-1,0.97,14,-0.9
CCOC(=O)c1c(C)nc2sc3c(=O)n(-c4ccc(C(C)=O)cc4)nnc3c2c1-c1ccc(OC)cc1,-12,11,2,0,-17,0.83,-23,-0.1
O=C(CSc1ncnc2nc[nH]c12)Nc1nnc(SCc2ccc(Cl)c(Cl)c2)s1,-26,-1,-3,6,-8,1.7,-3,23
Fc1ccc(NC(=S)N2CCN(c3ncccn3)CC2)cc1,-2,0,3,-7,-3,1.1,2,-0.7
CC(C)(C)c1ccc(/C=N/NC(=O)Cc2c[nH]c3ccccc23)cc1,24,3,-2,-2,5,1.1,-29,7.8
CCN(CC)C(CNS(=O)(=O)c1ccc(Cl)cc1)c1ccccc1 (configuration not stated),12,5,1,3,1,0.93,-13,-0.4
